# Source: PubChem (several laboratories)
# ERa SRC1 inh = blocks coactivator binding to human estrogen receptor alpha; P03372; TR-FRET ER-alpha LBD / SRC-1 peptide, estradiol-bound; inhibition, % at 25.6 µM; actives 1.7% (n = 86,000); AID 629; in the data active = inhibition above about 50%;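 also: 0% = receptor plus peptide control and 100% = peptide only without receptor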
# Fibroblast inh = blocks proliferation of human lung fibroblasts | LL 47 human lung fibroblast viability, ATP luminescence; hits give low values | viability, % at 10 µM | actives 1.1% (n = 85,000);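 active = viability at or below 50% in the single dose screen; inactive = viability above 50%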;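 also: compound exposure lasted 72 h before the ATP readout; 100% = median luminescence of untreated cell-only wells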
#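 material = human LL 47 lung fibroblast cells | dosing = compounds added from tenfold dosing solution, 0.1% DMSO final | timing = overnight cell rest, 72 h compound treatment at 37 °C | measured by = CellTiter-Glo luminescence measuring cellular ATP | evaluation = % viability versus median cells-only luminescence | control set = cell-only wells, no compound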
# H69AR growth 86K = growth inhibitors of human H69AR lung tumor cells; viability, % at 10 µM; AID 598; H69AR lung tumor viability, ATP luminescence, 72 h; hits give low values; actives 6% (n = 85,000);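 active = viability at or below 40%; inactive = viability above 40%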;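 also: multidrug resistant small cell line overexpressing MRP-1 efflux transporter; 100% = mean luminescence of untreated control wells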
# ERb SRC1 inh = ER-beta (human) coactivator binding inhibition; Q92731; TR-FRET ER-beta LBD / SRC1-Cy5 peptide binding; receptor agonist-loaded with 1 µM estradiol; inhibition, % at 25.6 µM; actives 1.3% (n = 86,000); AID 633;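 active = compounds whose percent inhibition of the receptor-coactivator binding signal exceeds about 50% in the single-dose screen, limit read from the data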;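 also: 0% = receptor plus peptide wells without compound and 100% = peptide-only wells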
# HUVEC prolif 384 = human endothelial cell proliferation inhibition | HUVEC proliferation, CellTiter-Glo luminescence, 72 h; hits give low values | viability, % at 10 µM (by protocol) | actives 1.1% (n = 86,000);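 active = viability at or below 30%; inactive = viability above 30%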;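 also: 100% = median luminescence of DMSO-only cell control wells on each plate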
# sEH activator = increases human soluble epoxide hydrolase activity | actives 0.04% (n = 91,000) | activation, % at 2 µM | purified human sEH enzymatic activity, activator screen | P34913 | AID 717; in the data active = activation above about 37%; also: values of inactives mirror those of a sister screen read the other way
# Target sequence (P34913 whole entry, looked up): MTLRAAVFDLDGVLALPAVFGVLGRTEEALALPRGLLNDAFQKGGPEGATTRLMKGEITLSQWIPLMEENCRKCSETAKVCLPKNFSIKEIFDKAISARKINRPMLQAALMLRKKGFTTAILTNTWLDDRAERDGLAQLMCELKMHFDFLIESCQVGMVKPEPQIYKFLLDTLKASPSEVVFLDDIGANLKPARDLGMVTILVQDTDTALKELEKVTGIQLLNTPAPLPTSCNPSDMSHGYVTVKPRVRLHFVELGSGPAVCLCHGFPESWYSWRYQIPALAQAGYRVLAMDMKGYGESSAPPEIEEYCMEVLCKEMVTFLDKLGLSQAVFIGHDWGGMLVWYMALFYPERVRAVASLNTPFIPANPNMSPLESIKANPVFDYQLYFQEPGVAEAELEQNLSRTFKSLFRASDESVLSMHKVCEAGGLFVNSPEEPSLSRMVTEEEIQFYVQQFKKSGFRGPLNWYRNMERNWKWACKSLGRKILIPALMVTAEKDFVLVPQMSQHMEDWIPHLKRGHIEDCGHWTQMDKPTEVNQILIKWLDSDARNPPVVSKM
# Candida biofilm = kills Candida albicans biofilms; C. albicans biofilm + clotrimazole, Alamar Blue; inhibition, % at 6 µM; actives 0.14% (n = 85,000);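 active = inhibition above 20%; inactive = inhibition below 20%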;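 also: preformed 24 hr biofilms exposed to compound for 48 hr; 0% = biofilm without compound and 100% = blank killed by clotrimazole plus chlorhexidine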
# Smad3 inh = blocks human Smad3 binding to FoxH1 peptide; P84022; AID 630; TR-FRET Smad3/Dy647-FoxH1 peptide binding, europium anti-His; actives 0.29% (n = 88,000); inhibition, % at 25 µM;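 active = compounds that reduce the energy-transfer binding signal between the protein and its labelled peptide by more than half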;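 also: 0% = Smad3 plus labelled peptide maximal FRET and 100% = peptide-only background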
# Target sequence (P84022 whole entry, looked up): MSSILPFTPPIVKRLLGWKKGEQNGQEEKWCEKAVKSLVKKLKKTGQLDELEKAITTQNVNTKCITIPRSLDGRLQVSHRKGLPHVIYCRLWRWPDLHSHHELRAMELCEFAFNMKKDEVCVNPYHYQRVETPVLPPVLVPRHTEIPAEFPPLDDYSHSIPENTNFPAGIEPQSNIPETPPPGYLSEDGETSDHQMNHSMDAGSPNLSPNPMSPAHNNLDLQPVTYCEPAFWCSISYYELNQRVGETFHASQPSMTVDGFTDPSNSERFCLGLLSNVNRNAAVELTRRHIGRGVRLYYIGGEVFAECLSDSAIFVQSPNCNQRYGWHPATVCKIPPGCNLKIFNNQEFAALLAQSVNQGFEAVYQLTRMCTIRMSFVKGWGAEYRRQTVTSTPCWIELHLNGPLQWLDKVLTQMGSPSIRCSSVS
# ERa coact pot = enhances coactivator binding to human estrogen receptor alpha; actives 1.3% (n = 86,000); P03372; coactivator binding (% of control), % at 25.6 µM; TR-FRET ERalpha-LBD/SRC-Cy5 coactivator binding, 2 h; 100 = basal binding, no effect; in the data active = activity above about 200%;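 also: binding measured in presence of low estradiol as agonist stimulus; 0% = peptide alone without receptor and 100% = receptor with peptide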
# The depositor's hits bear a star; . = no result given; [ ] = remark or other dose. An excerpt, so the mix of outcomes need not match the whole.
# Under each structure – Fibroblast inh	Smad3 inh	ERb SRC1 inh	H69AR growth 86K	ERa coact pot	HUVEC prolif 384	sEH activator	ERa SRC1 inh	Candida biofilm
CCOc1ccc(C2CC(c3cccc(OC)c3)Nc3ncnn32)cc1 (stereo not drawn)
    97	-4	-4	100	99	98	10	-5	7
O=C(O)C1C2C=CC3(O2)C1C(=O)N1c2ccccc2C2OCCC2C13 (stereo not drawn)
    103	-12	11[fluorescence artefact?]	93	98	110	21	3	1
CCOc1ccc(NC2=NCCC(=O)N2Cc2cccs2)cc1
    105	-12	6	86	97[fluorescence artefact?]	96	4	6	6
CCOc1ccc(Cc2nc(N)nc(N)n2)cc1
    83	-4	-10	102	117	97	-8	-6	.
COc1ccc(Oc2cn[nH]c2-c2ccc(O)cc2O)cc1
    96	-4	-5	92	84	85	-2	9[fluorescence artefact?]	4
O=C(O)c1cc(NCc2ccc3c(c2)OCO3)ccc1N1CCOCC1
    99	-4	38	.	89	96	-10	15	4
CC(=O)c1ccc(NC(=O)C2CC(c3ccc(F)cc3)=NO2)cc1 (stereo not drawn)
    105	-5	-6	93	123	92	2	3[fluorescence artefact?]	5
CCOC(=O)CSc1nnc(CSc2nc3sc4c(c3c(=O)[nH]2)CCCC4)n1-c1ccccc1
    103	9	6	90	84	101	.	10	2
Cc1ccc(S(=O)(=O)NCC(=O)NCc2ccncc2)cc1
    98	1	-3	89	119	95	-19	-6	-3
O=C(C1CCCN(S(=O)(=O)Cc2ccccc2)C1)N1CCc2ccccc21 (stereo not drawn)
    101	2	-14	64	146	94	24	5	7
CCN(CC(=O)Nc1cccc(C(C)=O)c1)S(=O)(=O)c1ccc(OC)cc1
    100	-4	-10	78	110	86	-1	-3	5
COc1ccc(OC(C)=O)c(C2c3cc(OC)c(OC)cc3CCN2C(C)=O)c1 (stereo not drawn)
    94	-1	-6	97	128	94	.	-10	-2
CC1CCN(CCc2nc3cc(NC(=O)NC4CCCCC4)ccc3n2C)CC1
    98	18	-5	70	107	100	-56	11	5
Cc1ccc(NC(=O)c2noc3c2CCCCC3)cc1
    95	-1	-11	88	125[fluorescence artefact?]	88	.	-6	0
OCC#CCSc1nnc(-c2ccncc2)o1
    101	-6	11	93	97	95	.	7	5
CCCCCCSC1=C(C#N)C(c2ccc(O)cc2)CC(=O)N1 (stereo not drawn)
    87	-1	30	47	65[fluorescence artefact?]	75	11	11	0
CCCN1CCN(CCCNC(=O)CCNC(=O)Cn2ccc3ccccc3c2=O)CC1
    94	9	-4	85	115	98	10	-7	-2
O=C(c1ccc(-n2cnnn2)cc1)N1CCOCC1
    98	1	-9	92	93	103	-1	-2	-1
Cc1onc(-c2c(Cl)cccc2Cl)c1C(N)=O
    105	5	16	99	109	96	.	2	10
Cn1c(=O)c2c(-c3ccccc3)n(Cc3cccnc3)cc2n(C)c1=O
    91	2	-8	70	111	90	0	-4	3
Cn1c(Cc2cccs2)n[nH]c1=S
    104	-11	4	96	111	115	-6	5	0
Cc1cc(C)nc(SCCS(=O)Cc2ccc(Cl)cc2)n1 (stereo not drawn)
    100	12	0[fluorescence artefact?]	92	121	103	-7	-2	2
Cc1ccc(C(=O)Cn2cnc3ccccc3c2=O)cc1C
    98	6	-4	97	92	89	-2	-1	5
O=C(NCCC1=CCCCC1)NC12CC3CC(CC(C3)C1)C2
    99	-1	-5	65	116	110	-97	-3	11
CC(C)=C1SC(N2CCCCC2)=NC1=O
    94	-12	3	79	85	95	-6	12[fluorescence artefact?]	12
COc1ccc(N(CC(=O)NCCC2=CCCCC2)S(C)(=O)=O)cc1
    98	10	-2	91	93	106	7	0	7
CCOc1ccc2nc(SC(CC)C(=O)Nc3cc(C)on3)sc2c1 (stereo not drawn)
    106	-1	2	98	108	97	.	-4	7
COc1ccc(CN(CC2CCCO2)S(=O)(=O)c2ccc(C(=O)O)cc2)cc1OC (stereo not drawn)
    99	-15	20	109	110	105	2	25	-1
O=C(Nc1ccccc1C(=O)N1CCOCC1)c1ccco1
    93	-1	9	93	104	96	11	-7	3
Cc1ccccc1C(=O)N1CCN(c2ccccn2)CC1
    108	3	-5[fluorescence artefact?]	96	108	108	-6	-4	8
O=c1cc(O)nc(SCc2ccc(Cl)cc2)[nH]1
    98	-4	-5	99	87	95	0	-1	0
CC(NC(=O)Cn1c(=O)[nH]c2ccsc2c1=O)C12CC3CC(CC(C3)C1)C2 (stereo not drawn)
    .	6	8[fluorescence artefact?]	.	119	.	-6	6[fluorescence artefact?]	.
CC(C)(C)c1cnnn1-c1ccc(-c2csc(N)n2)cc1
    102	-15	8	91	100[fluorescence artefact?]	112	.	2	-2
CS(=O)(=O)N(CC(=O)NCc1ccncc1)Cc1ccc(Cl)cc1
    97	7[fluorescence artefact?]	0	98	110[fluorescence artefact?]	88	8	-1	11
CCn1c(SCC(=O)Nc2cccc(NC(=O)c3ccco3)c2)nnc1-c1cccs1
    115	-2[fluorescence artefact?]	10	78	96	100	6	11	-2
CC1=C(C(=O)Nc2ccccc2)C2(CCCCC2)C(C#N)=C(S)N1
    98	-6	-14	102	101	107	-11	-1	3
CC(C)c1cccc(C(C)C)c1OCCCCN1CCCC1
    88	-12	-1	98	72	84	16	0	4
O=C(NCCCn1ccnc1)c1cc2nc(-c3ccc(Br)cc3)cc(C(F)(F)F)n2n1
    94	16	-4	4.2*	92	57	-8	-19	9
O=C(CN(c1ccc(F)cc1)S(=O)(=O)c1ccc2c(c1)OCCO2)Nc1ccc2c(c1)OCO2
    100	0	34[fluorescence artefact?]	90	69	87	7	10	4
O=c1oc2ccccc2c2nccnc12
    98	5	8	96	115	107	-5	3	6

# Rewritten comma-delimited: entries from further up.
mol,Fibroblast inh,Smad3 inh,ERb SRC1 inh,H69AR growth 86K,ERa coact pot,HUVEC prolif 384,sEH activator,ERa SRC1 inh,Candida biofilm
CC(C)=C1SC(N2CCCCC2)=NC1=O,94,-12,3,79,85,95,-6,12[fluorescence artefact?],12
COc1ccc(N(CC(=O)NCCC2=CCCCC2)S(C)(=O)=O)cc1,98,10,-2,91,93,106,7,0,7
CS(=O)(=O)N(CC(=O)NCc1ccncc1)Cc1ccc(Cl)cc1,97,7[fluorescence artefact?],0,98,110[fluorescence artefact?],88,8,-1,11

# New compounds follow
# Under each structure – Fibroblast inh	Smad3 inh	ERb SRC1 inh	H69AR growth 86K	ERa coact pot	HUVEC prolif 384	sEH activator	ERa SRC1 inh	Candida biofilm
COc1ccc(C2Oc3ccccc3C3=C2C(c2cccs2)n2ncnc2N3)cc1 (stereo not drawn)
    46*	1	-5	18*	102	58	8	-4	3
CCOc1ccccc1NC(=O)N1CCCC1C(=O)Nc1ccc(NC(C)=O)cc1 (stereo not drawn)
    100	-22	-4[fluorescence artefact?]	93	96	100	-9	3[fluorescence artefact?]	-5
COCCNC(=O)c1cc(-c2cccnc2)nc2ccc(Br)cc12
    98	12[fluorescence artefact?]	-2[fluorescence artefact?]	93	109	89	-11	-1	6
Cc1ccnc(NC(=O)CCC(=O)N(CC(=O)NCc2ccccc2)c2ccc3c(c2)OCO3)c1
    92	-8	-2	62	103	86	-5	-8	0
O=C(O)CCCc1nc(-c2ccccc2)no1
    102	1[fluorescence artefact?]	-4	96	99	99	4	1	10
COc1cc(NC(=O)Cc2cccs2)ccc1-n1cnnn1
    98	-2	1	95	112	95	-3	-1	7
O=C1CCCN1CN(C(=O)c1ccccc1)c1ccc(F)cc1
    100	-7	-1	78	125	93	2	2	10
O=C(Cn1ncc2c1-c1ccccc1OC2)Nc1nc2ccccc2s1
    94	2	2	73	94	73	-5	-2	0
CC(C)(C)C(=O)CN1C(=O)C2(OCCO2)c2ccccc21
    104	-21	13	.	127	101	-4	3	-8
CN(C)C=Nc1nonc1N
    93	-6	-5	92	101	100	-4	-5	8
CCOc1cc(C2NC(=O)NC(O)(C(F)(F)F)C2C(=O)c2ccc(OC)cc2)ccc1O (stereo not drawn)
    94	5	-35	64	108	87	-5	-28	7
CC1(C)CC(=S)Nc2ccccc2S1
    93	-2	15	93	83	98	-4	-48	-3
C1=C(c2ccccc2)Nc2nnnn2C1c1cccs1 (stereo not drawn)
    90	2	-4	68	100	85	-16	-1	0
COc1ccc(CCNS(=O)(=O)c2ccc3oc(C(=O)O)c(C)c3c2)cc1OC
    99	-4	-6	98	125	96	-7	1	-3
COc1ccc(-c2nc(-n3c(C)c(C(C)=O)c(C(C)=O)c3C)sc2C)cc1
    97	-11	-13	75	92	98	4	-7	-6
c1ccc(-c2nnn(C34CC5CC(CC(C5)C3)C4)n2)cc1
    98	5	1	87	113	105	7	-1	5
COc1ccc(NC(=O)CSc2nnc(-c3ccccn3)n2-c2ccccc2)cc1OC
    102	-1	-9	87	108	101	6	-7	0
CCn1cnc2cc(NC(=O)c3ccco3)ccc21
    110	-6	-12	87	120	101	20	7	-6
CN(CCCn1c(=S)[nH]c2ncccc2c1=O)Cc1ccccc1
    104	-1	-8	91	109	95	-5	-4	4
Cc1nc(=S)c2ccccc2[nH]1
    102	1	-10	88	99	96	-8	-3	5
CS(=O)(=O)N1CCN(C(=O)c2ccccc2)C1
    101	9	9	93	98	95	-8	-3	3
CC(C)(C)C1CCc2c(sc(NC(=O)c3cccs3)c2C(N)=O)C1 (stereo not drawn)
    23*	-6	-2	34*	117	88	-5	-4	-3
Cc1cc2ncn(CCOc3ccccc3)c2cc1C
    90	-1	-9	85	89	95	8	-6	4
CCOC(=O)c1c(NC(=O)c2cccs2)sc(CC)c1-c1cccs1
    114	6	6	81	103	97	-4	5	-2
O=C1CCC([N+](=O)[O-])C(c2ccccc2Cl)N1 (stereo not drawn)
    90	5	26	105	95	96	2	-4	2
O=C(COC(=O)Cc1cccs1)Nc1ccccc1
    104	13	26[fluorescence artefact?]	95	83	104	0	20	3
COC(=O)c1c(NC(=O)c2c(-c3ccccc3Cl)noc2C)sc2c1CCC2
    97	15	-7[fluorescence artefact?]	89	143[fluorescence artefact?]	98	-2	-12	4
CCC1(c2ccc(F)cc2)NC(=O)N(CC(=O)N2CCOCC2)C1=O (stereo not drawn)
    107	6	-2	89	126[fluorescence artefact?]	97	5	-4	7
Cc1cc(NC(=O)c2ccccc2Cl)no1
    97	-24	-5	92	102[fluorescence artefact?]	99	-1	-1	5
Cc1cc(NC(=O)CCC(=O)N(CC2CCCO2)C(C(=O)NC2CCCC2)c2cccnc2)no1 (stereo not drawn)
    98	1	-8	99	115	98	6	-2	0
O=C(Nc1nccs1)C1CCCN(S(=O)(=O)c2cccc3cccnc23)C1 (stereo not drawn)
    109	9	1	77	119	104	10	0	-2
O=C1C(=O)N(CCCn2ccnc2)C(c2cccnc2)/C1=C(/O)c1ccc(Br)cc1 (stereo not drawn)
    94	3	-7	99	141	100	-2	-8	5
CCOC(=O)N1CCN(c2c(N3CCN(c4cc(C)ccc4C)CC3)c(=O)c2=O)CC1
    95	7	4	85	105	97	9	-5	12
CCOC(=O)c1sc2cccc(F)c2c1N
    104	3	-10	87	100[fluorescence artefact?]	101	7	-5	9
COc1cc(-c2nnc(-c3ccc(N4CCOCC4)cc3)o2)cc(OC)c1OC
    95	15[fluorescence artefact?]	-6	17*	109[fluorescence artefact?]	84	13	0[fluorescence artefact?]	6
OCCN1CCN(CC#CCn2c3ccccc3c3ccccc32)CC1
    97	8[fluorescence artefact?]	-3	72	116	76	7	-3	8
